Screens as filed in PubChem.
S1P4 agonist – human S1P4 receptor agonism. actives 0.35% (n = 220,000). AID 1509. O95977. S1P4-expressing cell line, agonist reporter assay. activation, % at 4.98 µM; in the data active = activation above about 11%;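 also: 0% = DMSO vehicle and 100% = reference agonist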
Target sequence (O95977 whole entry, looked up): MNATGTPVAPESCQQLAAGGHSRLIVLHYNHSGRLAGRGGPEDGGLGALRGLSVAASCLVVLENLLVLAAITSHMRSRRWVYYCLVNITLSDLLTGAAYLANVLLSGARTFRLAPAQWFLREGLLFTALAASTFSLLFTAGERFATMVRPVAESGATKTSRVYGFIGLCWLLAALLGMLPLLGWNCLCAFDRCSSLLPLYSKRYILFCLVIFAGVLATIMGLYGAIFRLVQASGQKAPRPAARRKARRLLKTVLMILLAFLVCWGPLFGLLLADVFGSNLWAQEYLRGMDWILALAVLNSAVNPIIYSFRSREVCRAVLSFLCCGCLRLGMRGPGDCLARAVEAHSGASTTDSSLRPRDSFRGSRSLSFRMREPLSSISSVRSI
Wee1 stabilizer – blocks degradation of human Wee1 kinase; P30291; HeLa Luc-Wee1K328M stability, luciferase luminescence; 100% = proteasome inhibitor MG132 effect; reporter increase, % at 5 µM; actives 1.2% (n = 220,000); AID 1321;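 active = activation above the mean of all tested compounds plus 3 SD, set per screening run, cut at about 8.8% in these data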;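 also: cells exposed to compound for 20 h before luminescence read; 0% = DMSO alone and 100% = MG132 at 30 µM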
PERK inh – blocks human PERK kinase | inhibition, % at 5.6 µM | actives 0.17% (n = 220,000) | Q9NZJ5 | CHO PERK-DD fusion, SEAP luminescence translation reporter;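 active = inhibition above the mean inhibition of all tested compounds plus 3 SD, set separately per screening campaign, cut at about 2.9% in these data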;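 also: PERK kinase domain activated by AP20187 dimerizer at 100 nM; 0% = DMSO with dimerizer and 100% = rapamycin at 8.4 µM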
MDM2 E3 inh – Mdm2 E3 ligase (human) inhibition; Q00987; cell-based MDM2 ubiquitination luciferase reporter, 2 h; 0 = plate control, 100 = twice control, blank-subtracted; signal enhancement, % at 5 µM; actives 0.11% (n = 210,000);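 active = signal enhancement of 30% or more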;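 also: luminescence tracks abundance of the self-degrading MDM2-luciferase fusion protein; higher signal means inhibition of MDM2 E3 ligase activity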
Target sequence (Q00987 whole entry, looked up, the tested form may be a part): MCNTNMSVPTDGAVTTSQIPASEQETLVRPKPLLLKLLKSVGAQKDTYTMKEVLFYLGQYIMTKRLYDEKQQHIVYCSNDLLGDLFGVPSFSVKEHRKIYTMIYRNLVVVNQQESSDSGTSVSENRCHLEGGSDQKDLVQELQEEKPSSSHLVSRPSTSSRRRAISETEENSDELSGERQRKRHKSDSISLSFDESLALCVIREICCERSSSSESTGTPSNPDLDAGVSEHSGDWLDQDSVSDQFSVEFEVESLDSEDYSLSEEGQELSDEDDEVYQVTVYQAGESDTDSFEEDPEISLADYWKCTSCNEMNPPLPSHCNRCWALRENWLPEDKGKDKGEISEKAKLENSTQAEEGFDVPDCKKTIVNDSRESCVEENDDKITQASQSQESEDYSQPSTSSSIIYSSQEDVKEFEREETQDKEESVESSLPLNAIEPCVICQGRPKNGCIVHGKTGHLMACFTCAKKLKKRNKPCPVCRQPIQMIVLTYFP
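Test system: mammalian cells stably expressing self-ubiquitinating, self-degrading MDM2 E3–luciferase fusion; Amount: 2000 cells in each well; Medium: DMEM; Schedule: 4 h settle plus 2 h compound, 37 °C; Technique: SteadyLite luciferase luminescence after 15 min room-temperature reagent incubation; Benchmarks: plate control and blank wells.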
S1P4 antagonist – blocks the human S1P4 receptor; actives 0.26% (n = 220,000); S1P4-expressing cells, antagonist mode, reporter read-out; inhibition, % at 4.98 µM; AID 1510; O95977; in the data active = inhibition above about 29%;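 also: 0% = wells stimulated with agonist and 100% = vehicle wells without agonist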
eIF4E-4G inh – eIF4E/eIF4G interaction inhibition in translation initiation | TR-FRET eIF4E-eIF4GI(517-606) binding, 2 h | inhibition, % at 21.7 µM | P63073+Q04637 | actives 0.37% (n = 220,000);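 active = inhibition above about 30%, limit read from the data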;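 also: 0% = full FRET control wells and 100% = background wells lacking eIF4GI fragment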
BaF3 parental – reduces parental Ba/F3 cell viability, JAK2V617F counter-screen; actives 1.1% (n = 220,000); CellTiter-Glo ATP luminescence; inhibition, % at 5.6 µM;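 active = inhibition above a per-campaign cutoff, the mean inhibition of all tested compounds plus 3 SD, cut at about 27% in these data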;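 also: 0% = DMSO wells and 100% = JAK Inhibitor I control wells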
Ba/F3 V617F tox – lowers viability of Ba/F3 cells expressing EpoR and JAK2V617F; ATP luminescence; inhibition, % at 5.6 µM; actives 1.1% (n = 220,000); AID 1446;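 active = inhibition above the campaign mean plus 3 SD over all tested compounds, cut at about 24% in these data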;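 also: cytokine-independent growth of Ba/F3 cells driven by EpoR plus mutant JAK2; 0% = DMSO-treated cells and 100% = JAK inhibitor I control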
NPY-Y2 PAM-ag – human NPY-Y2 potentiation or agonism, primary screen. P49146. cells expressing NPY-Y2, potentiator/agonist read-out. activation, % at 3.6 µM. actives 0.45% (n = 220,000). AID 1359; in the data active = activation above about 27%;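 also: cells stimulated with NPY near EC25 plus isoproterenol at EC100; 0% = vehicle plus submaximal agonist and 100% = vehicle plus saturating agonist; some results beyond the cut were filed as inactive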
* marks the source's active call; other numbers are inactive results; . = not tested or not shown; & = joins results of further samples; ! = a repeat was not active; [ ] = another dose, or the depositor's remark.

SMILES | S1P4 agonist | Wee1 stabilizer | PERK inh | MDM2 E3 inh | S1P4 antagonist | eIF4E-4G inh | BaF3 parental | Ba/F3 V617F tox | NPY-Y2 PAM-ag
CCCCCOC(=O)C(C)Sc1n[nH]c(=O)[nH]c1=O (centres undefined) | -1.0 | 1 | 1.2 | -48 | 3 | 1 | 6 | 2 | -20
N#CC1(C#N)C(C(N)=O)C1c1ccccc1 (centres undefined) | 1.2 | 0 | 0.7 | 1 | -9 | 4 | -2 | -2 | -6
CCn1c(CSc2nc3ccccc3s2)nnc1SCC(=O)OC(C)(C)C | 1.6 | -1 | -0.5 | -16 | 3 | 1[fluorescence artefact?] | 3 | -1 | -7
CCOc1cc2c(C#N)c(N3CCNCC3)nc(N)c2c(N)n1 | -2.7 | 4 | -1.6 | -18 | -11 | -5 | 7 | -1 | 5
O=C1N(Cc2cccnc2)C[C@@H]2C[C@@H](c3ccc(-c4ccccc4)cc3)N3CCC[C@@]123 | 0.0 | 5 | -0.7 | -10 | 2 | 0 | 3 | 3 | 5
Cc1ccc(S(=O)(=O)N(C)C)cc1-n1c(SCC(=O)Nc2ccc(F)cc2Cl)nc2ccccc2c1=O | 0.7 | 8.9* | -1.1 | 13 | -18 | 11 | 5 | 1 | -8
O=C(NC(=S)Nc1ccccc1N1CCOCC1)c1ccc(-c2cccc(Cl)c2)o1 | -0.8 | 4 | 1.2 | -19 | -9 | 4 | 2 | -2 | 7
COc1ccccc1-c1nnc(SCC(=O)NC2CCS(=O)(=O)C2)n1N (centres undefined) | 2.8 | -4 | 0.6 | -10 | -11 | -1 | 6 | 2 | -13
CC(CNC(=O)C(C)(C)C)NC(=O)C(C)(C)C (centres undefined) | 0.9 | -2 | 0.7 | 2 | -6 | -2 | 4 | -2 | -1
CCOC(=O)c1sc(SC)c2c1CCC/C2=N/OC | 0.1 | -4 | -0.1 | -2 | 12 | 0 | -1 | -2 | -39
CCOc1cc(CNCCCN2CCOCC2)cc(Br)c1OCc1ccccc1Cl | 2.4 | 1 | -0.1 | -6 | 22 | -1 | 11 | 11 | -2
CC1(C)Cc2nc(-c3ccccc3)n3cnnc3c2CO1 | -0.8 | 2 | 0.9 | -6 | 2 | -3[fluorescence artefact?] | -1 | -4 | 7
COCCN(CCOC)S(=O)(=O)c1ccc(C(=O)Nc2nc(-c3ccncc3)cs2)cc1 | 3.2 | -2 | -0.3 | -5 | -9 | 7 | 9 | 1 | -1
O=C(NC1CCN(C(=O)N2c3ccccc3Sc3ccccc32)CC1)c1ccccc1F | 0.4 | -1 | 0.4 | 9 | -7 | 2 | 5 | -3 | 9
O=C(COc1ccccc1C(=O)NCC1CCCO1)Nc1ccc(Cl)cc1Cl (centres undefined) | -1.4 | -4 | -0.5 | 1 | -6 | 7 | 1 | 2 | -2
CCOn1c(=O)c[n+]([O-])c2ccccc21 | -0.1 | -2 | 0.4 | -29 | -9 | 4 | 6 | 3 | 4
COc1ccc([N+](=O)[O-])cc1NC(=O)CCSCCc1ccccn1 | 1.4 | 1 | 1.0 | -22 | -10 | 5 | 0 | -2 | 8
CC(C)CCNC(=O)CCCc1ccccc1 | -1.1 | -4 | -0.5 | -26 | -17 | 0 | 6 | 7 | -14
COc1cccc(OC)c1/C(O)=C(\C#N)c1nc2ccccc2[nH]1 | 1.8 | 1 | -0.8 | 3 | 6 | -4 | 2 | -3 | 6
CC(C)(C)c1cc(C(C)(C)C)n(-c2ccccc2)n1 | 2.8 | -2 | 0.6 | -10 | 15 | -3 | 2 | 1 | -4
Cc1ccccc1-c1noc(-c2ccccc2C(=O)O)n1 | 0.7 | 0 | 1.3 | -9 | 4 | 6 | 0 | -1 | -18
Cc1ccc(-c2ccc(=O)n(CC(=O)N3CCN(c4cccc(C)c4)C(C)C3)n2)cc1 (centres undefined) | -0.3 | -2 | -2.3 | -8 | 11 | -5 | 7 | 7 | -25
Cc1ccc(-c2cc(-c3ccccc3[N+](=O)[O-])[nH]n2)c(O)c1 | 2.3 | 3 | 0.5 | -9 | -2 | 9 | 9 | 4 | 14
Cc1ccc(OCc2nnc(SCC(=O)c3cccc([N+](=O)[O-])c3)n2C)cc1 | -0.5 | 1 | 0.6 | 1 | 3 | 0 | 1 | -4 | -11
COC(=O)Cn1c(=NC(=O)C(C)(C)C)sc2c(C)cc(C)cc21 | -3.7 | 0 | 0.6 | -18 | -1 | -3 | 11 | 0 | -21
CCS(=O)(=O)n1nc(-c2ccccc2)nc1NCc1ccco1 | -2.6 | -2 | -0.3 | -11 | -23 | 5 | 6 | 3 | -4
Cc1ccc(-n2cc(CNC(C)c3cnn(C)c3C)c(-c3ccc(F)cc3)n2)cc1 (centres undefined) | 0.2 | 8 | 1.3 | -11 | -15 | 10 | 4 | 1 | -19
CCCCOc1cc(C(=O)NCCN(CC)CC)c2ccccc2n1 | 2.3&0.9 | 0&-2 | -1.0&-1.8 | . | -14&0 | 74*! | 14&13 | 3&7 | -2&-27
CC(C)CNC(=O)CN1C(=O)NC(Cc2c[nH]c3ccccc23)C1=O (centres undefined) | 0.8 | -2 | 0.5 | 1 | -11 | -2 | -1 | -1 | 2
Cc1c(NS(C)(=O)=O)cccc1-c1nc2cccnc2s1 | 0.0 | -1 | -0.3 | -16 | -20 | 0 | -1 | 1 | 3
Cc1ccc(NC(=O)Cn2cc(C(F)(F)F)cc(Cl)c2=O)cc1Cl | 1.4 | -2 | 0.8 | -5 | -10 | -2 | 1 | -1 | -8
OCCNC(=S)Nc1ccc2c(c1)OCCO2 | -0.3 | 0 | 1.2 | -11 | -4 | 10 | 4 | -4 | 3
COc1ccc(C(=O)NC(C)c2nc3ccccc3[nH]2)cc1OC (centres undefined) | 0.1 | 5 | -0.4 | 7 | -7 | -4 | 8 | 3 | -3
Cc1cccc(/C(N)=N/OC(=O)COc2ccc(Cl)c(C)c2)c1 | 0.8 | -1 | 1.7 | 2 | -8 | 5 | -3 | -4 | 16
O=C(COn1nnc2ccc(C(F)(F)F)cc21)Nc1c(Cl)cccc1Cl | 0.7 | 5 | 0.2 | 5 | 2 | 1 | 5 | -2 | -4
CCCC(=O)Nc1nc(-c2ccc3c(c2)OCCO3)cs1 | 0.4 | 3 | 0.5 | -2 | -3 | 1 | 1 | -7 | 3
CCOC(=O)c1ccccc1NC(=O)CN1C(=O)CCS(=O)(=O)c2ccccc21 | -0.2 | 0 | -0.7 | 6 | -3 | 1 | 0 | 0 | -7
O=C(O)c1ccc(N2C(=O)CCCC2=O)cc1 | -0.5 | 1 | 0.5 | -26 | -9 | -1 | 3 | -2 | -6
COc1cccc(-n2c(CN3CCN(c4ccc(C)cc4)C(C)C3)nc3ccc([N+](=O)[O-])cc3c2=O)c1 (centres undefined) | 1.7 | 0 | -0.6 | -1 | -24 | 12 | 3 | -2 | -3
Cc1ccc(S(=O)(=O)NC(=O)NN2CCCCCC2)cc1 | -0.3 | 3 | 1.2 | . | -4 | -2 | 10 | 3 | -21
CCOc1ccc(N=C(NC#N)SCC(=O)NC2CC2)cc1 | 0.9 | 3 | -0.2 | -11 | -6 | 0 | 2 | 1 | 12
Cn1ncc(N2CCN(S(=O)(=O)c3ccc(Br)cc3)CC2)c(Cl)c1=O | 0.2 | -1 | 0.2 | -5 | 5 | 0 | 8 | 1 | -1
Cc1ccc(-c2nc3ccccc3c(C(=O)NCc3cccs3)c2C)cc1 | -1.3 | 2 | -1.4 | -12 | -18 | 5 | 3 | -2 | -34
CC(=O)N(Cc1cc(=O)[nH]c2ccccc12)c1cccc(C)c1 | 0.9 | -1 | -0.3 | -10 | -13 | 5 | 4 | -3 | -7
Cc1cccc(N2CCN(C(=O)c3csc4ccccc34)CC2C)c1 (centres undefined) | 0.1 | -1 | -0.5 | -6 | -16 | 3 | 7 | 1 | -11
O=C(C(=O)N1CCOCC1)c1cn(CC(=O)N2CCc3ccccc3C2)c2ccccc12 | 1.7 | -2 | -0.2 | -9 | -8 | -3 | 0 | 2 | 5
COc1ccc(NC(=O)N2CCC(C(=O)c3ccc(F)cc3)CC2)cc1 | 0.3 | 1 | -0.7 | -9 | -14 | 6 | 3 | -2 | -1
COc1ccc(/C=C/C(=O)NC(=S)NNC(=O)c2cccnc2)cc1 | 1.7 | 17* | 0.5 | 5 | -21 | 10 | 8 | -4 | -2
CC(C)Nc1nc(-c2ccccc2)nc(-n2ccnc2)n1 | -1.3 | -2 | 0.0 | -18 | 6 | -28 | 2 | -4 | 12
Cc1ccc(OCC(=O)Nc2sc3c(c2C#N)CCC3)cc1C | -0.4 | -1 | 0.1 | -7 | 6 | -24[fluorescence artefact?] | 4 | 3 | -13
Cn1c(=O)c2cn(Cc3ccc(Cl)cc3)cc2n(C)c1=O | -1.2 | -2 | -0.9 | 0 | -18 | 4 | 9 | 4 | -18
Brc1ccc2nc(-c3c[nH]c4ccccc34)cn2c1 | 2.1 | 6 | -0.2 | -17 | -2 | -1 | 0 | -3 | 2

Single records, as listed above.
Listed for CC(=O)N(Cc1cc(=O)[nH]c2ccccc12)c1cccc(C)c1 : S1P4 agonist: 0.9; Wee1 stabilizer: -1; PERK inh: -0.3; MDM2 E3 inh: -10; S1P4 antagonist: -13; eIF4E-4G inh: 5; BaF3 parental: 4; Ba/F3 V617F tox: -3; NPY-Y2 PAM-ag: -7
Listed for Cc1cccc(N2CCN(C(=O)c3csc4ccccc34)CC2C)c1 (centres undefined) : S1P4 agonist: 0.1; Wee1 stabilizer: -1; PERK inh: -0.5; MDM2 E3 inh: -6; S1P4 antagonist: -16; eIF4E-4G inh: 3; BaF3 parental: 7; Ba/F3 V617F tox: 1; NPY-Y2 PAM-ag: -11
Listed for CC(C)Nc1nc(-c2ccccc2)nc(-n2ccnc2)n1 : S1P4 agonist: -1.3; Wee1 stabilizer: -2; PERK inh: 0.0; MDM2 E3 inh: -18; S1P4 antagonist: 6; eIF4E-4G inh: -28; BaF3 parental: 2; Ba/F3 V617F tox: -4; NPY-Y2 PAM-ag: 12
